# Source: PubChem BioAssay (several laboratories)
# AP complement = orthogonal test for alternative complement pathway inhibitors; inhibition, % at 5 µM; 62,000 compounds, 0.08% hits; AID 1235; Human serum alternative complement pathway, LPS-coated ELISA, C3 deposition; tested in compound mixtures;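 active means inhibition above 30% in each of the two pooled mixtures holding the compound, so the lower value exceeds 30%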;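 further: 0% = serum in Mg-EGTA without compound and 100% = EDTA serum blank; some compounds past the cut are filed as inactive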
#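 Assay system: human serum alternative complement pathway, C3 deposition on LPS-coated wells; Dosing: 5 µM per compound in ten-compound mixtures; Detection: Anti-C3 ELISA, OD 450 nm; Buffer or medium: Mg2+-EGTA GVB++ buffer containing human serum at 1:15 dilution; Timing: 1 h at 37 °C; Replication: two different pools per compound.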
# tolC growth inh = growth inhibitors of E. coli BW25113 tolC mutant. OD615. growth inhibition, % at 10 µM (by protocol). 65,000 compounds, 2.2% hits. AID 573;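 active means growth inhibition at or above a cutoff equal to the mean over every tested compound plus 3 SD, cut at about 60% in these data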;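 further: growth measured after 20 h incubation at 37 °C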
#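 Test system – E. coli BW25113 ΔtolC::kan, tolC deletion mutant strain · Detection – OD at 615 nm · Buffer or medium – LB with kanamycin 50 µg/mL · Times – 20 h compound exposure of bacteria at 37 °C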
# RORa activator = activates the human nuclear receptor RORA; P35398; AID 560; 65,000 compounds, 1.5% hits; CHO-K1 Gal4-RORA LBD luciferase reporter, luminescence; percent increase over mock-subtracted basal signal; activation, % at 10 µM;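 active means activation above the mean of all tested compounds plus 3 SD, cut at about 49% in these data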;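 further: 0% = DMSO-treated RORA cells and 100% = added signal equal to DMSO minus mock-transfected cells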
# Target sequence (P35398 whole entry, looked up, the tested form may be a part): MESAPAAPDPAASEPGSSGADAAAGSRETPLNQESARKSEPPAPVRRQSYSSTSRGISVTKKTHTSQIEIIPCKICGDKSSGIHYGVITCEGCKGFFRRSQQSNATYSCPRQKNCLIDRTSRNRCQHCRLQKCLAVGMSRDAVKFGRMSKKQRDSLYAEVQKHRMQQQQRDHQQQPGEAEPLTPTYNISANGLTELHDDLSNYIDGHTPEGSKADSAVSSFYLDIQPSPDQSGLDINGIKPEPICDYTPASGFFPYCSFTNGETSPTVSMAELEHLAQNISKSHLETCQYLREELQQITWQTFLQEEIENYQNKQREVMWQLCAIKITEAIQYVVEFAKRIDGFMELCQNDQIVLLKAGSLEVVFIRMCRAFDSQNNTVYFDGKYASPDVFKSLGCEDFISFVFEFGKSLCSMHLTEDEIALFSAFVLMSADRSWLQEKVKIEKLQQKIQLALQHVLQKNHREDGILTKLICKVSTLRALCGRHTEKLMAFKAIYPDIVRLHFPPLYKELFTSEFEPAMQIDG
# HTR1E agonist = 5-HT1E (human) receptor agonism | P28566 | CHO 5-HT1E Ga15 NFAT-bla reporter, FRET; 0% DMSO wells, 100% control agonist wells | activation, % at 6 µM | 65,000 compounds, 0.69% hits | AID 574;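 active means activation above a set limit, the screen-wide mean activation plus 3 SD, cut at about 8.5% in these data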;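 further: 100% = positive control agonist at 1 µM giving full maximal response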
# S1P1 ag-PAM = activates or potentiates agonism at human S1P1 receptor; P21453; S1P1 CRE-bla cells, forskolin, beta-lactamase FRET, potentiator mode; S1P1 agonist co-added at EC20, 2 nM; 100% = saturating reference agonist, 0% = basal; activation, % at 9.5 µM; 56,000 compounds, 0.57% hits;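 active means activation above a cutoff set at the mean activation of all tested compounds plus 3 SD, cut at about 54% in these data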;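 further: forskolin at 4 µM as EC80 and the EC20 agonist is SEW2871; 100% = SEW2871 at its EC100 plus forskolin at EC80; some compounds past the cut are filed as inactive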
# S1P3 ag = activates the human S1P3 receptor | Q99500 | S1P3 NFAT-BLA reporter cells, agonism, FRET ratio; relative to 1 µM S1P, basal subtracted | activation, % at 4.5 µM | 60,000 compounds, 0.1% hits | AID 373;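 active means activation above the screen-wide mean plus 3 SD, cut at about 4.5% in these data, passing the limit was not always enough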; further: some compounds called inactive have numbers as strong as hits
# Target sequence (Q99500 whole entry, looked up): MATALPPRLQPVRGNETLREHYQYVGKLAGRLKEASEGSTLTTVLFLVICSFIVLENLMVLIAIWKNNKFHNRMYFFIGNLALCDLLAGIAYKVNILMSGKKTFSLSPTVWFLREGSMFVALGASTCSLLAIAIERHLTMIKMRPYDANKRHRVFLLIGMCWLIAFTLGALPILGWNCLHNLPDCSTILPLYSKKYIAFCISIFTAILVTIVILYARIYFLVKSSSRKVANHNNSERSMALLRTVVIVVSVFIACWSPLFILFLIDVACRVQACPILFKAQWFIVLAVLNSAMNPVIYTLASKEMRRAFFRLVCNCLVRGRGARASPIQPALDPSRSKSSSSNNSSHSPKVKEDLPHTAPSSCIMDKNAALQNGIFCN
#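 Measure – % activation relative to 1 µM S1P (100%), per plate · System – stable CHO line with human S1P3, Gα16, NFAT-BLA reporter · Timing – cells plated overnight, compound 4 h 37 °C, substrate 2 h RT · Technique – fluorescent BLA substrate, ex 405 nm, em 460/535 nm ratio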
# 5HT1a antag = blocks the human serotonin 5-HT1a receptor | P08908 | CHO 5-HT1a Ga15 NFAT-bla reporter, antagonist mode | inhibition, % at 10 µM | 62,000 compounds, 0.68% hits;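 active means inhibition above the mean of all tested compounds plus 3 SD, cut at about 43% in these data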;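 further: receptor stimulated by 5-CT agonist at 100 nM near EC80; beta-lactamase reporter measured by ratiometric fluorescence of a cleavable substrate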
# HTR1E antagonist = 5-HT1E (human) receptor antagonism. CHO 5-HT1E Ga15 NFAT-bla reporter, FRET, antagonist. 65,000 compounds, 0.99% hits. P28566. inhibition, % at 6 µM;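 active means inhibition above a set limit, the mean inhibition across every tested compound plus 3 SD, cut at about 29% in these data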;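 further: signal is the 460 over 535 nm emission ratio of beta-lactamase substrate; 0% = agonist plus DMSO wells and 100% = wells without agonist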
# SF1 activator = SF-1 (human) activation. CHO-K1 Gal4-SF-1 LBD luciferase reporter; % increase over DMSO SF-1-specific signal. AID 522. Q13285. 65,000 compounds, 1.9% hits. activation, % at 10 µM;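 active means activation above the mean activation of all tested compounds plus 3 SD, cut at about 50% in these data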
#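 Test system: CHO-K1 cells co-transfected with Gal4 DBD–human SF-1 LBD, 5xGal4 luciferase reporter. Quantity: 4,000 cells per well. Compound: 10 µM only. Incubation: compound added 1 h post-seeding, 20 h exposure at 37 °C, 5% CO2. Detection: SteadyLite luciferase luminescence. Replication: one test per compound.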
# * = called active by the depositor; . = not tested or not shown. Outcome played no part in choosing rows. About 7.1% of those tested had a hit in this group.
SMILES,AP complement,tolC growth inh,RORa activator,HTR1E agonist,S1P1 ag-PAM,S1P3 ag,5HT1a antag,HTR1E antagonist,SF1 activator
Cn1c(C(=O)N2CCc3ccccc3C2)cc2c(=O)n3ccccc3nc21,9,18,7,1.8,-76,0.5,-9,21,5
Cc1cc(C(F)(F)F)nc(SCC(=O)NC2=NC(=O)C(C)S2)n1 (centres undefined),-11,-5,2,-0.2,-8,0.2,1,2,11
CCC(c1nnnn1CCc1ccccc1)N(Cc1ccco1)Cc1cc2c(C)ccc(C)c2[nH]c1=O (centres undefined),9,.,4,1.3,0,-1.1,6,-12,-16
COc1ccc(C2C(C#N)=C(N)Oc3cc(O)ccc32)cc1OC (centres undefined),-1,13,-18,-0.2,-8,0.5,0,7,-6
C(=C\c1ccccc1)/CSc1nnc(-c2ccccn2)n1Cc1ccco1,2,93*,33,-0.6,43,-0.6,52*,20,8
CC1(C)Cc2c(c(-c3ccccc3Cl)[nH]c(=O)c2C#N)CO1,.,6,-13,-0.7,-8,-0.4,.,3,0
Cc1cc(-c2cccs2)c2c(n1)sc1c(=O)[nH]c(=O)[nH]c12,-10,6,-2,0.5,.,0.5,-10,6,13
CCOC(=O)C1(C)NC(c2cc(OC)c(OC)c(OC)c2)C2C(=O)N(CC)C(=O)C21 (centres undefined),7,-11,1,0.4,-16,0.0,-12,-3,0
COc1cccc(C(=O)NC2CCN(CC(=O)NCc3ccccc3OC)CC2)c1,6,-22,6,0.5,.,.,-9,-3,10
O=C(C1CCN(C2CC(=O)N(Cc3ccccc3)C2=O)CC1)N1CCCCCC1 (centres undefined),7,-5,1,0.1,-8,-0.1,-13,3,4
Cc1cc(C)nc(N(C#N)CC(=O)N(c2ccccc2)C(C)C)n1,.,9,-10,0.1,11,-1.5,.,-2,-13
CCOCCCNC(=O)c1ccccc1SC,0,-15,6,1.1,-6,-0.5,2,-12,6
Cc1cc(=O)[nH]c(-n2nc(C)cc2C)n1,3,75*,-31,0.1,1,0.5,-6,-7,-2
COc1ccc(-c2nnc3sc(COc4ccc(C)cc4)nn23)cc1,4,1,-2,-0.4,-29,-0.5,-8,3,9
CSc1nnc(-c2ccc(F)cc2)o1,-4,-13,6,0.1,-4,-0.6,-12,-9,-2
COc1ccc(NC(=O)CSc2nnc(-c3cccs3)n2C)cc1OC,7,-8,2,-0.4,2,-0.5,-14,3,-10
O=C(Nc1cccnc1)c1ccc(NC(=O)c2ccco2)cc1,4,-19,-4,-0.9,-10,-1.7,22,-8,20
Cc1c(C)c2cc(Cl)c(OCc3nn[nH]n3)cc2oc1=O,5,14,-20,-0.2,6,-0.4,4,12,20
Cc1ccc(CCC(=O)Nc2nccs2)o1,11,-8,-21,0.8,-1,-2.2,0,-6,2
Cc1ccc(-n2cnc3c(sc4nccc(N(C)C)c43)c2=O)cc1,19,9,1,-0.5,30,-1.1,14,15,18
O=C(CCCN1C(=O)c2ccccc2C1=O)NC1=NCCS1,-1,-5,-1,0.5,-4,0.3,-5,-8,-13
Cc1cccc(-c2nnc(SCC#N)n2-c2cccc(Cl)c2)c1,8,7,2,-0.6,-8,-0.3,6,2,-16
O=C1CC(C(F)(F)C(F)(F)C(F)(F)C(F)F)=Nc2ccccc2N1,4,-3,-6,-0.2,-11,-1.5,8,3,5
COc1ccc(-c2nc(N)ncc2-c2csc(C)n2)c(O)c1,-18,-18,2,0.4,13,-0.5,-5,1,-3
Cc1c(S(=O)(=O)Nc2cccc(Cl)c2)c(=O)n(C)c(=O)n1C,14,-10,-13,1.1,6,0.0,-6,4,-8

# The listing continues.
SMILES,AP complement,tolC growth inh,RORa activator,HTR1E agonist,S1P1 ag-PAM,S1P3 ag,5HT1a antag,HTR1E antagonist,SF1 activator
Cc1ncsc1CCSc1n[nH]c(=O)n1-c1ccccc1,16,10,-10,0.2,-4,-0.4,-2,2,0
O=C(Nc1ccc(OC(=O)c2ccncc2)cc1)c1ccncc1,16,-18,1,-0.6,-11,0.1,-2,-2,16
Cc1sc2nc(SCC(=O)N3CCCCC3)[nH]c(=O)c2c1C,.,-16,22,-0.2,0,-0.9,7,-3,-5
Cc1nnc(SCc2ccc(Cl)cc2Cl)[nH]c1=O,1,24,-1,-0.3,.,-1.0,3,-12,6
COc1ccc(NC(=O)CC(=O)Nc2ccc(OC)cc2OC)c(OC)c1,7,11,-9,-0.9,.,-1.2,10,-6,0
CCOC(=O)C(C(=O)Nc1ccccn1)C1CCCCC1 (centres undefined),18,.,7,0.4,.,.,-4,-10,-9
Cc1cccc(C(C)C)c1NC(=O)c1cccnc1,2,-8,-24,0.5,-11,-0.2,-2,4,-10
CC(C)=C(NC(=O)c1ccco1)C(=O)NCCc1nc2ccccc2[nH]1,7,-18,-8,1.5,2,-0.6,3,-18,-5
O=C(CSc1ncnc2c1oc1ccccc12)Nc1cccc(Cl)c1,8,-1,-8,-0.3,-21,-1.2,13,8,8
OC(COc1ccccc1)Cn1cc(Br)cn1 (centres undefined),4,-19,13,-0.2,.,.,-10,-3,9
CC1CCCC(C(=O)OCc2ccccc2)N1 (centres undefined),3,-20,-20,0.3,9,0.1,-4,-3,-2
CCOC(=O)c1c(NC(=O)CSc2nnc(C)s2)sc2c1CCN(C)C2,7,8,2,0.8,.,0.3,-3,-1,-1
CCc1c(C)nc(SCC(=O)CC(=O)OC(C)C)c(C#N)c1C,13,14,-1,0.3,1,-0.3,3,7,-7
COc1cccc(C(=O)OCCN(C)C(C)(C)C)c1,-17,-1,-2,-0.5,-26,-3.7,.,-2,2
Cc1sc2nc(SCC(=O)N3CCN(CCO)CC3)n(-c3ccccc3)c(=O)c2c1C,4,1,-17,-0.3,-22,-0.1,-14,8,2
CN1/C(=C/C=N/n2cnnc2)C(C)(C)c2ccccc21,-1,-7,-6,0.0,.,.,9,6,-6
O=C(O)C1CCN(C(=O)c2ccccc2C(=O)N2CCC(C(=O)O)CC2)CC1,7,-12,-3,-0.7,2,-0.4,-19,-5,9
Cc1ccc(NC(=O)Cn2nc(C)c3ccccc3c2=O)c(C)c1,-2,-10,-19,0.6,17,-0.4,3,1,3
CCSc1nnc(NC(=O)C(Cc2ccccc2)n2cccc2)s1 (centres undefined),4,3,-29,-0.3,58,-1.5,15,-1,13
O=C(C1CCCN(S(=O)(=O)c2cccc3cccnc23)C1)N1CCc2ccccc21 (centres undefined),13,11,40,2.2,-25,0.0,7,0,-1
CCCCOc1cccc(OCCCC)c1C(=O)Nc1cc(C)on1,10,26,-23,0.6,.,-0.7,34,-9,-14
COC(=O)c1ccc(C2C3=C(Nc4nnnn42)c2ccccc2OC3)cc1 (centres undefined),17,9,-3,-0.3,-2,0.0,8,14,13
Cc1cc(C(=O)Nc2c(C)nn(Cc3ccccc3Cl)c2C)no1,11,5,-21,-1.3,-9,-0.1,-11,-10,-11
CC(=O)N=C1SC2CS(=O)(=O)CC2N1c1c(Cl)cccc1Cl (centres undefined),4,-11,-8,-0.4,-23,1.0,-5,-15,-7
COC(=O)c1ccc(NC(=O)c2ccc(CN3CCOCC3)cc2)cc1,-2,-18,3,0.1,-18,4.3,-2,-8,-10

# Further compounds.
SMILES,AP complement,tolC growth inh,RORa activator,HTR1E agonist,S1P1 ag-PAM,S1P3 ag,5HT1a antag,HTR1E antagonist,SF1 activator
COc1cc(OC)cc(C(=O)NCCNC(=O)c2ccccc2)c1,15,0,-4,0.3,2,-1.0,1,0,-15
Cc1ccc(C2N(c3ccc(F)cc3)C(=O)C3CCCN32)cc1 (centres undefined),15,-21,-4,0.6,-9,2.1,-10,-14,-6
C/C(N)=C(/C#N)C(=O)COc1ncnc2ccccc12,-2,-10,-7,-0.1,-7,-0.2,-5,-3,1
Cc1nn(-c2ccccc2)c(C)c1C(=O)OCC(=O)NCc1ccco1,9,-2,-9,0.3,-4,0.5,0,-12,21
Cc1ccc(C)c(C(=O)NC2CC(C)(C)NC(C)(C)C2)c1,-7,-7,-17,-0.2,-17,-0.8,1,-2,1
Cc1cccc(C)c1NC(=O)c1cc(S(=O)(=O)N2CCOCC2)ccc1F,4,0,2,-0.2,.,.,12,11,14
Cc1ccc2cc(CN(C(=O)c3ccco3)c3ccccc3C)c(=O)[nH]c2c1,.,17,-19,-0.4,-2,-4.6,.,-10,-6
COc1ccc(C(=O)Oc2ccc(/C=N/O)cc2)cc1,10,11,-12,1.3,.,.,-14,-14,-2
COc1ccccc1N1CCN(S(=O)(=O)c2ccc(Cl)s2)CC1,4,43,-19,-1.3,11,-1.6,0,8,11
Cc1cc(=O)n2[nH]c(C)c(-c3ccccc3)c2n1,-3,1,3,-0.5,-23,-1.2,18,-7,5
CN(c1ccccc1)c1nc(N2CCCC2)nc(-n2ccnc2)n1,10,96*,-36,-0.1,0,-1.9,53*,14,-5
O=S(=O)(Nc1ccc2c(c1)nc1n2CCN(Cc2ccccc2)C1)c1ccc(Cl)cc1,2,47,9,0.6,20,-0.2,-6,5,29
CCOC(=O)Cc1[nH]nc2c1C(c1cccc(OC)c1OC)C(C#N)=C(N)O2 (centres undefined),11,-15,2,-0.3,-8,0.7,-3,-13,9
O=C(O)C1C2C=CC(C2)C1C(=O)N1CCN(C/C=C/c2ccccc2)CC1 (centres undefined),8,-21,7,-0.9,2,0.6,-10,-3,-2
COc1ccc(OC)c(N(CC(=O)NCc2cccnc2)S(C)(=O)=O)c1,-18,-4,-2,-0.3,.,-0.3,4,12,8
CN1CCc2nc(SCC(=O)Nc3ccc(Cl)cc3)c(C#N)cc2C1,13,1,5,-0.1,12,-3.9,.,16,16
O=C(NCCN1CCOCC1)c1ccc(CS(=O)(=O)c2ccc(Cl)cc2)o1,1,-9,-10,-0.6,-6,-0.7,2,-5,27
COc1ccc(CNC(=O)CSc2ncn[nH]2)cc1,12,-26,17,0.9,21,0.4,-9,-10,5
Cc1onc(-c2ccccc2Cl)c1C(=O)Nc1nnc(-c2ccc(F)cc2)s1,16,44,1,1.5,0,-0.5,-5,-12,14
CC1CCc2nn(CC(=O)NCCN3CCOCC3)cc2C1 (centres undefined),15,-7,20,0.7,-17,-0.1,-6,4,-5
CCOC(=O)c1cnc2c(C(=O)OC)cccc2c1NCCN1CCOCC1,-6,0,8,-2.4,.,.,10,20,-1

# Three compounds from above, arranged by the value under 5HT1a antag, high to low:
SMILES	5HT1a antag
COc1ccc(OC)c(N(CC(=O)NCc2cccnc2)S(C)(=O)=O)c1	4
CCOC(=O)Cc1[nH]nc2c1C(c1cccc(OC)c1OC)C(C#N)=C(N)O2 (centres undefined)	-3
COc1ccc(C(=O)Oc2ccc(/C=N/O)cc2)cc1	-14
